Assay outcomes (PubChem)
WT yeast gro inh – growth inhibition of WT strain, primary screen, mitochondrial fusion inhibitor project, WT and mutant strains, chemical genetic | 190,000 tested, 2.1% active | mitochondrial fusion phenotypic screen | AID 1362, 2008 | inhibition, % at 10 µM; in the data active = inhibition above about 58%; tested in S. cerevisiae
Insulin prom up – insulin promoter activators in MIN6 cells, imaging, high-content screening, mouse beta cells; MIN6 insulin promoter-GFP reporter; hits give high values; 190,000 tested, 0.3% active; z-score at 5 µM;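 active = z-score above 3 at 5 µM with at least 500 cells counted in the well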
Dynein cargo inh – inhibitors of GR-EGFP nuclear translocation, primary screen, dynein cargo transport inhibitor project, imaging, high-content, 3617.4 mouse cells. test concentration mostly 20 µM; stimulated with dexamethasone, 1 µM; hits give low values. z-score, hits read low. 220,000 tested, 0.47% active;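 active = plate z-score of nuclear minus cytoplasmic receptor signal below a set negative limit, without overly bright fluorescence or cell loss, cut at about -3.5 in these data, passing the limit was not always enough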;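 note: z-score of nuclear minus cytoplasmic ring GR-EGFP intensity difference per well; some compounds called inactive have numbers as strong as hits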
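medium = tetracycline-free induction medium containing charcoal-stripped FBS | probe or stimulus = dexamethasone, 1.0 µM final | timing = 48 h induction, then 1 h compound, then 30 min agonist, 37 °C | detection = automated 10x imaging of fixed Hoechst-stained cells | read-out basis = nuclear versus cytoplasmic GR-EGFP signal, averaged per well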
Autophagy HCS – autophagy modulators in MEF cells, primary screen, imaging, high-content, MEF GFP-LC3 | MEF GFP-LC3 puncta imaging; test concentration mostly 10 µM | calls only at 10 µM (by protocol) | 190,000 tested, 0.98% active | AID 463193, 2010;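 active = percentage of spot-positive cells more than 3 SD above its plate mean, without a fluorescence outlier flag or 80% toxicity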;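 note: spot-positive cell cutoff set from DMSO-treated cells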
PMI inhibitors – inhibitors of human PMI, primary screen, biochemical, fluorescence intensity, coupled assay (AID 1209); Mannose-6-phosphate isomerase (Homo sapiens); purified PMI enzyme, coupled fluorescence intensity; higher % means a stronger effect; one-dose inhibition, % at 20 µM; IC50 in µM for titrated hits; 190,000 tested, 0.42% active;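 note: plate controls were DMSO vehicle for no effect and wells lacking substrate for full effect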
Yfh1-depleted yeast – enhancers of respiration in Yfh1-depleted yeast, dose response, Friedreich's ataxia, plus single-dose screen (AID 1465); 220,000 tested, 0.074% active; S. cerevisiae Yfh1-off respiration, WST-1 reduction, 72 h; higher fold induction means a stronger effect; one-dose fold induction at 50 µM; EC50 in µM for titrated hits;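 active = fold induction of absorbance versus untreated yeast above a set limit, then at least 30% activation at any dose in follow-up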;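 note: activators that raise dye reduction in frataxin-depleted yeast; strong numbers were not always called active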
b-catenin transl – modulators of beta-catenin nuclear translocation, primary screen, imaging, HeLa cells, immunofluorescence, high-content; 190,000 tested, 0.3% active; nuclear translocation activity, % at 5 µM; AID 1665, 2009;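 active = nuclear translocation activity above 50% at 5 µM, with a well cell count of 50 or more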;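 note: per-cell ratio of nuclear to cytoplasmic median beta-catenin stain intensity; plate controls were DMSO negative control for no effect and GSK-3 inhibitor IX positive control for full effect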
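test system = HeLa cells, endogenous beta-catenin | dosing = single 5 µM dose plus 0.02–20 µM confirmation series | times = compound treatment 24 h, 37°C, 5% CO2 | technique = beta-catenin immunofluorescence imaging with DAPI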
human PMI inhibitors – human PMI inhibitors, high substrate, primary screen, biochemical, fluorescence intensity, high mannose 6-phosphate (AID 1220). Mannose-6-phosphate isomerase (Homo sapiens). recombinant PMI enzyme, coupled fluorescence intensity; higher % means a stronger effect. inhibition, % at 20 µM; hits with a dose series show IC50 in µM. 190,000 tested, 0.66% active
MT stabilizer – microtubule stabilizers in HeLa cells, primary screen, imaging, high-content imaging; HeLa tubulin immunostaining HCS, 24 h; share of cells brighter than vehicle mean+2SD; % tubulin-high responders, % at 10 µM; 200,000 tested, 0.83% active; AID 2205, 2009;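 active = plate Z-score above 3 for both tubulin-high and condensed-nucleus cell shares, with cell loss under 80%, at 10 µM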;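 note: anti alpha tubulin signal scored within the nucleus-defined area of each cell; some results filed as inactive read as strong as hits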
WT yeast gro inh mutant strain – second read-out of WT yeast gro inh, no call of its own (marks repeat the call); inhibition, %; mitochondrial fusion phenotypic screen, mutant strain inhibition
Dynein cargo inh cytoplasmic EGFP – second read-out of Dynein cargo inh, no call of its own (marks repeat the call); z-score; measured here: cytoplasmic GR-EGFP intensity; hits give high values
Dynein cargo inh nuclear GR-EGFP – further read-out of Dynein cargo inh, marked with its call; z-score; measured here: nuclear GR-EGFP intensity;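 lower value marks the stronger effect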
Dynein cargo inh cell count – second read-out of Dynein cargo inh, no call of its own (marks repeat the call); z-score; measured here: cell count per field
Insulin prom up cell count – further read-out of Insulin prom up, marked with its call; cell count; measured here: cytotoxicity, nuclei count;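 total cells summed across four imaged fields per well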
b-catenin transl cell count 5 µM – second read-out of b-catenin transl, no call of its own (marks repeat the call); cell count; measured here: cell count, cytotoxicity flag
MT stabilizer Hoechst-high % – also measured in MT stabilizer; calls as there; % Hoechst-high responders; measured here: nuclear condensation Hoechst responders;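 share of cells brighter than vehicle mean plus two SD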
MT stabilizer cytotoxicity % – further read-out of MT stabilizer, marked with its call; toxicity, %; measured here: cytotoxicity by cell density;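 0% = mean cell density of plate MIN control wells and 100% = no cells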
Autophagy HCS cell loss 18 h – also measured in Autophagy HCS; calls as there; toxicity, %; measured here: cell loss, nuclei count;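 cell loss after 18 h compound exposure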
An asterisk follows results filed as active; i = inactive; . = not tested or not shown. Cut-off read from the data, not from the text of the source, unless noted: active = inhibition above about 50%; inactive = the rest. Outcome played no part in choosing rows; about 5% have a hit in one of these screens.

SMILES	WT yeast gro inh	WT yeast gro inh mutant strain	Insulin prom up	Insulin prom up cell count	Dynein cargo inh	Dynein cargo inh cytoplasmic EGFP	Dynein cargo inh nuclear GR-EGFP	Dynein cargo inh cell count	Autophagy HCS	Autophagy HCS cell loss 18 h	PMI inhibitors	Yfh1-depleted yeast	b-catenin transl	b-catenin transl cell count 5 µM	human PMI inhibitors	MT stabilizer	MT stabilizer Hoechst-high %	MT stabilizer cytotoxicity %
CCNC(=S)NNC(=O)CSc1nc2ccccc2n1C	.	.	0.35	1388	0.372	-0.292	0.149	0.219	.	.	.	i	-4.5	1250	.	.	.	.
CC1CCCN(C(=S)SCC(=O)O)C1 (stereo unspecified)	-17.9	-10.2	-0.02	1386	-1.08	-0.261	-0.953	1.14	i	0.7	0.8%	i	-1.6	985	0.2%	2.7	2.6	5.3
Cc1ccc(Cl)cc1N1CCN(C(=O)CN2C(=O)c3cccc4cccc2c34)CC1	1.4	-0.4	.	.	-0.128	0.186	0.0658	-0.294	i	-1.7	12.6%	i	0.5	1015	7.7%	3.4	2.5	6.1
Cc1ccccc1C(=O)Nc1nc2c(C)csc2c(=O)s1	.	.	-0.09	1092	0.256	-0.229	0.548	0.0392	.	.	.	i	-0.2	1358	.	.	.	.
O=C1NC(=O)C(CC(=O)N(Cc2cccs2)C2(C(=O)NC3CCCC3)CCCCC2)N1 (stereo unspecified)	-8.4	-0.3	-0.25	1615	-0.16	-0.219	0.839	-0.661	i	14.1	1.8%	i	-1.3	1042	-9.1%	2.3	3.6	5.4
Cc1csc(NC(=O)Nc2ccc(Cl)cc2)n1	4.2	-4.5	-0.73	715	0.897	-0.217	1.09	-0.252	i	4.9	7.6%	i	1.6	1205	1.1%	3.0	5.1	0.9
CCCc1[nH]nc2c1C(c1ccoc1)C(C#N)=C(N)O2 (stereo unspecified)	3.2	-6.2	-0.18	1360	1.77	-0.0441	2.29	-1.96	i	-51.5	-7.1%	i	-4.0	581	-5.1%	5.3	3.4	5.6
Cc1cc(=O)[nH]c(SCC(=O)Nc2ccc(Br)cc2)n1	.	.	-0.28	977	-0.226	-0.83	-0.29	-0.107	.	.	.	i	-1.0	1264	.	.	.	.
CC1Cc2ccccc2N1C(=O)CSc1nc2c(c(=O)n(C)c(=O)n2C)n1Cc1ccc(F)cc1 (stereo unspecified)	.	.	.	.	0.487	-0.0602	0.132	0.104	i	-1.6	.	i	.	.	.	4.6	3.0	0.3
O=c1c2ccccc2c(-c2ccccc2)nn1Cc1c(Cl)cccc1Cl	61.4*	29.0*	-0.35	1856	0.0567	-0.215	-0.128	-0.311	i	-22.7	20.8%	i	-2.1	1061	19.3%	3.4	1.4	2.2
Cc1cc(=O)oc2c(C(=O)c3ccccc3)c(OCC(N)=O)ccc12	.	.	0.09	1445	0.615	-0.247	0.284	-0.356	.	.	.	i	-3.2	1223	.	.	.	.
CCN1C(=Nc2ccc(Cl)cc2)SC/C1=C\C(=O)OC	18.6	0.1	-0.12	1479	0.514	-0.163	0.398	0.0659	i	6.7	8.0%	i	-0.3	939	10.5%	3.8	2.0	2.8
CC(C)Cn1cnc2sc3c(c2c1=N)CCCC3	-5.9	-6.3	-0.42	845	0.783	-0.245	0.243	-0.0908	i	5.1	-4.7%	i	-3.8	1013	-2.2%	1.3	1.4	6.3
COc1ccc(C(=O)Nc2nc(-c3ccc(OC)cc3)c(-c3ccc([N+](=O)[O-])cc3)s2)cc1	-5.4	2.7	-0.11	1183	-0.112	1.98	0.595	-0.159	i	20.2	1.9%	i	-0.4	899	-0.4%	4.3	1.6	12.8
CC(=O)NC(Cc1cnc[nH]1)C(=O)O (stereo unspecified)	1.4	-24.6	0.47	1368	-0.659	-0.171	-0.0611	0.21	i	23.7	4.0%	i	0.7	967	9.3%	4.8	1.5	6.3
FC(F)(F)c1ccc(CN2C[C@@H]3C(c4ccccc4)C4(c5ccccc5)CC3(C4)[C@H]2c2ccccc2)cc1 (stereo partly specified)	.	.	-0.78	879	-0.236	-0.808	-0.167	0.0672	.	.	.	i	0.0	1291	.	.	.	.
Cn1c(=NC(=O)c2cccc([N+](=O)[O-])c2)sc2ccccc21	-11.2	23.5	-0.29	1255	-0.998	-0.324	-0.358	1.1	i	37.4	4.3%	i	4.3	1026	8.7%	3.0	2.2	5.1
CN(C)c1ccc(/C=C/C#N)cc1	.	.	-0.38	1076	-1.36	-0.272	-0.0423	0.739	.	.	.	i	1.2	1246	.	.	.	.
O=C(Nc1cc(C(F)(F)F)ccc1N1CCOCC1)c1ccc[n+]([O-])c1	9.6	-9.3	-0.24	974	-0.213	-0.305	0.173	0.416	i	-8.5	3.8%	i	-0.9	1170	6.1%	3.0	1.5	4.0
C=CCNC(=O)CC(=O)N/N=C/c1ccc(C(=O)OC)cc1	-4.4	-7.3	0.27	1895	-0.478	-0.233	-0.387	0.689	i	9.6	2.9%	i	-3.8	1119	5.9%	3.4	1.4	6.6
COc1ccc(-n2cc(CN(C)C(C)c3ccncn3)c(-c3cccc(F)c3)n2)cc1 (stereo unspecified)	32.5	25.3	-1.94	1259	-0.828	-0.288	-0.597	0.983	i	20.2	8.6%	i	1.0	961	2.3%	1.4	1.0	2.0
Cc1cccc2c(=O)c(C(=O)NCCCN3CCOCC3)c[nH]c12	-8.2	-15.8	-0.15	1158	0.728	-0.25	0.228	0.426	i	-1.9	1.8%	i	-3.3	1199	-3.0%	3.4	1.7	4.6
Cc1cc(C)n(-c2ccc(C(=O)Nc3ccc(N4CCOCC4)cc3)cc2)n1	6.7	33.8	0.87	858	-1.14	0.215	-0.609	0.981	i	-2.6	5.2%	i	.	.	5.4%	1.8	0.8	12.1
CC(=O)N(CCC1(C(C)C)CCOC(C)(C)C1)C(C)c1cccs1 (stereo unspecified)	.	.	1.02	983	-0.511	-0.201	0.389	-0.535	.	.	.	i	-0.9	1315	.	.	.	.
O=S(=O)(NC1CCCC1)c1ccc(S(=O)(=O)N2CCc3ccccc32)cc1	-4.5	-11.8	-1.99	516	1.31	-0.218	0.945	0.442	i	21.6	3.5%	i	-2.2	1272	4.8%	3.2	1.0	6.5
NC(=O)c1ccc(NC(=O)Cn2c(=O)n(-c3ccccc3)c(=O)c3oc4ccccc4c32)cc1	4.3	-2.0	-0.68	1295	-0.0216	-0.301	0.164	0.429	i	-0.3	-13.2%	i	-0.8	1102	-13.6%	4.0	1.1	4.1
Cc1[nH]c2ccccc2c1/C=N/NC(=O)c1cccc(S(=O)(=O)Nc2ccccc2Cl)c1	-23.9	-7.2	1.25	1498	0.145	-0.174	0.216	-0.391	i	-0.5	16.7%	i	-2.8	1178	21.3%	10.9	1.4	10.4
Cc1ccc(NC(=O)CCC(=O)n2nc(C)cc2C)c(C)c1	17.8	27.4	.	.	1.05	-0.267	0.733	0.188	i	-4.1	-12.0%	i	-2.6	1222	-10.1%	1.0	1.5	6.6
CCN(CC)S(=O)(=O)c1ccc2c(c1)nc(CCC(=O)O)n2C	.	.	-0.23	1330	-0.79	-0.0851	-0.423	1.28	.	.	.	i	2.2	1050	.	.	.	.
CCOc1ccc(C2=[N+]([O-])C(C)(C)N(O)C2(C)C)cc1	-5.9	0.0	.	.	-0.268	-0.228	0.0045	-0.114	i	9.8	3.1%	i	.	.	-2.9%	6.1	3.2	9.3
O=C(N/N=C1\CCCc2ccccc21)c1ccc([N+](=O)[O-])cc1Cl	-17.8	-18.2	0.77	1502	1.49	-0.184	0.115	-1.26	i	3.8	-6.5%	i	-1.0	1200	-13.6%	2.5	2.2	5.7
NC(=O)CC1NC(=O)c2ccccc21 (stereo unspecified)	6.4	-0.1	-0.12	1261	0.948	-0.227	0.564	-0.0923	i	-0.3	-1.1%	i	-3.2	931	-0.2%	2.0	1.9	8.4
Cc1onc(-c2c(F)cccc2Cl)c1C(=O)Nc1nc2ccccc2[nH]1	-5.6	11.3	1.29	761	-0.533	-0.247	-0.312	0.254	i	2.3	-2.4%	i	.	.	-11.8%	3.3	2.0	9.9
CCC(Cc1ccccc1)NC(=O)Cn1ncc2ccsc2c1=O (stereo unspecified)	-18.5	-5.2	0.65	1298	0.602	-0.275	0.559	-0.868	i	-3.9	5.4%	i	-0.9	1138	6.9%	4.8	1.6	9.2
COC(=O)CSc1nnc(CNC(=O)c2ccc(OC)cc2OC)n1C	-0.1	-3.7	-0.37	1468	-0.75	-0.207	-0.0748	0.808	i	15.3	5.5%	i	-4.0	874	3.8%	4.0	2.0	10.4
COCc1[nH]nc2c1C(c1ccsc1)C(C#N)=C(N)O2 (stereo unspecified)	-5.1	-3.8	-0.18	1224	-0.76	-0.181	-0.12	0.15	i	-13.4	0.9%	i	-6.8	988	2.6%	2.3	3.2	3.6
CC(C)(C)CC(=O)O/N=C(\N)c1ccncc1	1.1	-11.1	0.4	1281	0.42	-0.306	0.407	-0.00933	i	8.8	-15.7%	i	-0.7	1154	-6.7%	4.9	2.3	3.8
